Giardia kill: kills Giardia lamblia; Giardia lamblia trophozoite viability; activity change, % at 7.66 µM, hits read low; 340,000 compounds, 0.15% hits; AID 540267; in the data active = activity change below about -80%; inconclusive = between about -30% and that limit;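 also: parasites exposed to compound for two days anaerobically before the ATP read; % is scaled to controls: 0 for no effect and ±100 for the full control effect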
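Giardia trophozoites, 100 cells per well, were exposed to compounds for 48 hrs at 37 deg C under anaerobic conditions; viability was then read as ATP content by bioluminescence after 15-30 min at room temperature.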
NPC1 promoter act: NPC1 promoter activation; Huh7 NPC1 promoter luciferase reporter, 24 h; Potency, µM (titrated, usually from 9.22 µM), for the others: at the highest dose activation, actives largely listed as activators; 320,000 compounds, 2.4% hits; AID 485313;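 also: potency is read from the fitted curve at half-maximal effect; % of control where 0% means no effect; nearly all actives have a fitted effect of over 60% in size; reporter is driven by a mutant NPC1 promoter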
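Huh7 reporter cells (NPC1 promoter driving luciferase) are dosed with compound for 24 h at 37 °C, 5% CO2; luciferase detection reagent is then added and luminescence measured after 10 min at ambient temperature.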
Rab9 promoter act: activators of Rab9 promoter; Huh7 Rab9 promoter-luciferase reporter, luminescence, 24 h; Potency, µM (top dose mostly 9.22 µM), for the others: top-dose activation, negative = inhibition, usual class: activators; 320,000 compounds, 2.8% hits; AID 485297; also: potency is read from the fitted curve at half-maximal effect; % of control where 0% means no effect; nearly all actives have a fitted effect of over 60% in size
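Steps: seed 1500 Huh7 Rab9-luc cells per well, rest 2 h at 37 °C; add compound in DMSO; incubate 24 h; add luciferase reagent, 10 min ambient; read luminescence.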
ELG1 genotoxic: genotoxicity induction in ELG1-luciferase HEK293T cells | HEK293T ELG1-luciferase reporter, luminescence, 16 h | Potency, µM (top dose mostly 46 µM), for inactives: at the top dose activity change, positive = activation, usual class: activators | 330,000 compounds, 1.3% hits; also: potency is read from the fitted curve at half-maximal effect; % of control where 0% means no effect; nearly all actives have a fitted effect of over 60% in size
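Quantitative HTS format in 1536-well plates. HEK293T ELG1-luciferase reporter cells receive test compound and are incubated 16 hr at 37 °C, 5% CO2; ONE-Glo added, 30 min room temperature, then luminescence read.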
uPA generation: blocks generation of uPA at the cell surface; cell surface uPA generation assay, qHTS; 330,000 compounds, 0.31% hits; Potency, µM (top dose mostly 38.3 µM), inactives show top-dose activity change, negative = inhibition, hits mostly inhibitors; active = well fitted inhibition curve with a large enough effect; inconclusive = small, poorly fitted or top-dose-only effect; inactive = no such curve, though single readings can be large or run the other way; tested in mouse RAW 264.7 cells; also: potency is read from the fitted curve at half-maximal effect; % is scaled to controls: 0 for no effect and ±100 for the full control effect; nearly all actives have a fitted effect of over 55% in size
VP16 counter: Gal4-VP16 reporter inhibition counter-screen; Drosophila S2 Gal4-VP16 UAS-luciferase, luminescence, 20 h; 310,000 compounds, 3.5% hits; AID 2546; Potency, µM (titrated, usually from 53.6 µM), for inactives: at the highest dose activity, negative = inhibition, actives largely listed as inhibitors;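 also: Gal4-VP16 expression switched on by copper sulfate through the metallothionein promoter; potency is read from the fitted curve at half-maximal effect; % is scaled to controls: 0 for no effect and ±100 for the full control effect; nearly all actives have a fitted effect of over 50% in size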
Tb PFK inh: inhibitors of T. brucei phosphofructokinase; Potency, µM (titrated, usually from 57.5 µM), for inactives: top-dose activity, negative = inhibition, most hits filed as inhibitors; 330,000 compounds, 0.17% hits; AID 485367; T. brucei PFK, ADP-Glo luminescence;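 also: potency is read from the fitted curve at half-maximal effect; 0% = uninhibited 1x PFK enzyme wells and -100% = no-enzyme wells; nearly all actives have a fitted effect of over 60% in size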
Target sequence (O15648 whole entry, looked up): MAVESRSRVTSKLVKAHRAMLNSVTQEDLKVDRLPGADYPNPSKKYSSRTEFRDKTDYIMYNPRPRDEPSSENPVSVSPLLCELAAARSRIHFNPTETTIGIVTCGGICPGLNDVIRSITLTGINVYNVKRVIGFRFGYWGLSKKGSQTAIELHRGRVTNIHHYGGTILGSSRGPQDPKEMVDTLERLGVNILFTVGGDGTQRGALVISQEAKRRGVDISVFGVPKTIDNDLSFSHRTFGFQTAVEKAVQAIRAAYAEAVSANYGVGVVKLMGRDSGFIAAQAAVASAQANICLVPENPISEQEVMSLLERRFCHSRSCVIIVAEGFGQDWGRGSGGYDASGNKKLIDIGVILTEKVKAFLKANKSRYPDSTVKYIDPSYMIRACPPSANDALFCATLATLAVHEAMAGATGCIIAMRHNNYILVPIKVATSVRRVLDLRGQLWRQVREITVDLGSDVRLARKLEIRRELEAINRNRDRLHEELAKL
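Compounds were pin-transferred as a titration series up to 57 uM into substrate buffer (0.5 mM F6P, 0.1 mM ATP, pH 8.0), then 1.25 nM PFK was added and reactions ran 45 min before ADP-Glo detection.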
KCNH2 3.1 inh: blocks the human KCNH2 3.1 channel isoform | U2OS KCNH2 3.1, thallium flux FluxOr; active compounds read low | activity change, % (tested at about 1.8 µM) | 340,000 compounds, 0.95% hits;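 active = maximum activity change below -70%; inconclusive = maximum activity change from -70% to -50%; inactive = maximum activity change above -50%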;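 also: thallium influx rate constant from kinetic fluorescence after stimulation buffer; % is scaled to controls: 0 for no effect and ±100 for the full control effect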
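U2OS cells transduced with KCNH2 3.1 mutant virus (1.77 x 10^8 /mL, 4 h), plated overnight at 37 C, loaded 45 min with FluxOr dye plus Red40 quencher. Thallium flux rate constant from kinetic reads after stimulation buffer, normalised to controls.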
FLuc modulator: counter-screen for miR-21 project: firefly luciferase inhibitors or activators; AID 588342; Potency, µM (series often up to 57.5 µM), without a hit: at the highest dose activity change, negative = inhibition, hits mostly inhibitors; purified FLuc, Km substrates, luminescence inhibition; P08659; 360,000 compounds, 6.9% hits;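 also: potency is read from the fitted curve at half-maximal effect; plate controls were vehicle for no effect and reference inhibitor for full effect; nearly all actives have a fitted effect of over 55% in size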
Target sequence (P08659 whole entry, looked up): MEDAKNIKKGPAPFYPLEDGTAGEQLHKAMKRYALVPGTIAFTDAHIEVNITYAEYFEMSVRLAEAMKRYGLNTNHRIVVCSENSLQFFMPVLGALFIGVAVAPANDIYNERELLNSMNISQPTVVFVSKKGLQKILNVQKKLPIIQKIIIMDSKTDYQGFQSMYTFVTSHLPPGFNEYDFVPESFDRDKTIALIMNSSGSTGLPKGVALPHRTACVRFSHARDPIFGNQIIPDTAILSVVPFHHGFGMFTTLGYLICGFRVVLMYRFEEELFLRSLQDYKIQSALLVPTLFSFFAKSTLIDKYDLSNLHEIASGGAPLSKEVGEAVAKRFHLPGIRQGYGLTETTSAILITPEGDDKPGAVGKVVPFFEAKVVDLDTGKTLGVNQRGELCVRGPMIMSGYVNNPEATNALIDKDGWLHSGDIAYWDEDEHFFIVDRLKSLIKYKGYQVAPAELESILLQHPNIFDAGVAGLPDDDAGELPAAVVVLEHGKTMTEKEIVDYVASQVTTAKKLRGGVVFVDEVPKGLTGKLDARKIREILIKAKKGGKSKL
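Purified P. pyralis luciferase (10nM final) with 10uM D-luciferin and 10uM ATP (Km levels) in 50mM Tris acetate pH 7.5, 10mM Mg acetate, 0.01% Tween-20, 0.05% BSA; qHTS 6-point titration, ~60 µM downward; luminescence read.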
RORg inh: blocks mouse ROR gamma transcriptional activity | Drosophila S2 Gal4-RORgamma UAS-luciferase reporter, 20 h | Potency, µM (doses to about 53.6 µM), for the others: at the top dose activity change, negative = inhibition, most hits filed as inhibitors | P51450 | AID 2551 | 310,000 compounds, 5.4% hits; also: potency is read from the fitted curve at half-maximal effect; % is scaled to controls: 0 for no effect and ±100 for the full control effect; nearly all actives have a fitted effect of over 60% in size
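In this cell-based reporter format, copper sulfate (700 uM final) drives Gal4–ROR gamma fusion expression from a metallothionein promoter in Drosophila Schneider cells; compounds preincubated 1 hr, reporter read after 20 hr at ambient temperature.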
Coupling enz: coupling enzyme interference in Giardia aldolase counter-screen; coupling enzyme system counterscreen, AmpLite Red fluorescence; activity change, negative = inhibition, % at 58.2 µM, hits read low; 290,000 compounds, 0.67% hits; AID 2472; in the data active = activity change below about -30%; also: % is scaled to controls: 0 for no effect and ±100 for the full control effect
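Counterscreen lacking aldolase: glyceraldehyde-3-phosphate coupling-enzyme reagent preincubated 10 min at RT with compound (at 57.5 uM final), then substrate/coupling system with AmpLite Red added; fluorescence read at 525/598 nm after 20 min RT.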
* marks the source's active call; other numbers are inactive results; ? = inconclusive; . = not tested or not shown; & = joins results of further samples; [ ] = another dose, or the depositor's remark. Unless noted, calls follow the shape of the dose curve; as a rule, active = well fitted curve in the direction sought with a large enough effect; inconclusive = small, poorly fitted or top-dose-only effect, or another doubt; inactive = no such curve, though single readings can be large; an effect the other way counts as inactive or inconclusive.

SMILES | Giardia kill | NPC1 promoter act | Rab9 promoter act | ELG1 genotoxic | uPA generation | VP16 counter | Tb PFK inh | KCNH2 3.1 inh | FLuc modulator | RORg inh | Coupling enz
COc1cccc(NC2=CC(=O)CC(C)(C)C2)c1 | 11 | 1% | -2% | -10% | -7% | 22% | -2% | -18 | 0% | 12% | -4
Cc1nnc(SCC(=O)N/N=C/c2ccc(-c3ccc(C)c(Cl)c3)o2)s1 | 8 | 0% | -2% | 1% | -1% | -25% | 7% | -3 | -19% | -9% | 1
Cc1cc(-c2csc(N)n2)c(C)n1-c1ccc(Cl)c(Cl)c1 | -6 | -3% | 1% | 3% | 2% | -8% | 6% | 6 | -17% | -9% | 1
Cc1ccc2c(c1)N(Cc1cccc(C#N)c1)C=NS2(=O)=O | -8 | -3% | -2% | -1% | -6% | -1% | 2% | 9 | 2% | -1% | 4
COc1ccc(NC(=O)CSCC(=O)NCc2cccc(C(F)(F)F)c2)cc1 | -12 | -3% | -1% | 0% | 4% | . | -6% | 2 | -11% | . | .
CC1(C)CC(=O)C(N=Nc2cc(Cl)c(Cl)c(Cl)c2)=C(O)C1 | 4 | 1% | 25% | ? | 1% | ? | -4% | -6 | ? | 26% | 7
CCOc1ccc(CCNC(=O)c2cc(C)nc3ccccc23)cc1OCC | -14 | -4% | 0% | -8% | 0% | -14% | -1% | 14 | 5% | 28% | .
COc1ccc(C(=O)NCCN2CCCC2)cc1[N+](=O)[O-] | ? | -4% | 2% | -1% | 3% | 4% | -1% | 31 | -1% | -38% | 2
CCc1cc(=O)oc2cc(OCC(=O)N3CCc4ccccc43)ccc12 | . | 0% | -5% | -1% | . | 6% | 2% | . | -1% | 0% | 0
Cc1ccc(CSCCNC(=O)c2cccc([N+](=O)[O-])c2)cc1 | 10 | 1% | -1% | -2% | 1% | -17% | -6% | -15 | -8% | -6% | 6
CN1C(=O)CSc2ccc(NC(=O)NCc3cccnc3)cc21 | 2 | -4% | 2% | 9% | 1% | 1% | 0% | -3 | -4% | -17% | -2
Cc1cc(=O)oc2cc(OCC(=O)N3CCN(C(=O)C4COc5ccccc5O4)CC3)c(Cl)cc12 (stereo unspecified) | ? | -2% | -3% | -5% | -4% | ? | -3% | 4 | -2% | -11% | .
Cc1ccc(S(=O)(=O)N/N=C/c2ccc(C(=O)O)cc2)cc1 | 32[activator] | -2% | 1% | -2% | -2% | 5% | -7% | -2 | -4% | -8% | 1
COc1ccc(CNC(=O)C2CCC(=O)N2C(C)C)c(OC)c1 (stereo unspecified) | 1 | 2% | -2% | 0% | 9% | -11% | -1% | 2 | 4% | 2% | 1
O=C(NCc1ccco1)/C(=C/c1ccc(Cl)cc1)NC(=O)c1ccco1 | 20 | -1% | 1% | 2% | 3% | 11% | 0% | -3 | -1% | -4% | 2
NC(=O)Nc1cc(Cl)ccc1Cl | -1 | -1% | -1% | -1% | 2% | 0% | 0% | -2 | 3% | 3% | -5
COc1ccc(C(=O)N2CCN(C(C)=O)CC2)cc1S(=O)(=O)NCc1ccc(Cl)cc1 | -8 | 0% | -8% | 2% | 1% | -10% | 26% | 18 | -50%[2.3 µM] | -5% | 4
CCc1ccccc1NC(=O)C1CCCN(S(=O)(=O)c2c(C)noc2C)C1 (stereo unspecified) | 0 | -1% | 0% | 0% | 1% | -16% | 4% | 8 | 0% | -4% | 0
CC(=O)Nc1ccc(SC[C@H](C)CN2CC[C@H](O)CCC2=O)cc1 | 29 | 11% | -4% | 5% | 7% | . | -5% | 18 | 0% | . | .
Cc1ccc(OCC(=O)Nc2cc(C(C)(C)C)on2)cc1C | 26 | -1% | 0% | -9% | 5% | 5% | 2% | -11 | 0% | ? | .
c1ccc(-c2csc3nnc(SCc4ccc5c(c4)OCO5)n23)cc1 | 9 | 1% | 0% | -26% | 5% | ? | 0% | -18 | 1% | -14% | 2
Cc1cccc([C@@H]2[C@@H]3C(=O)N(Cc4ccccc4)C(=O)[C@@H]3[C@]3(C)C(=O)N(c4cccc(Cl)c4)C(=O)N23)c1 | 17 | -2% | 0% | -1% | 4% | 5% | 3% | -74* | 0% | 43% | -1
c1ccc2[nH]c(-c3cscn3)nc2c1 | -20 | ? | ? | ? | ? | 9% | -2% | -16 | 13µM* | -5% | 1&0&-1
COc1ccc(N(C(=O)c2ccco2)C(C(=O)NC2CCCC2)c2cc(OC)c(OC)c(OC)c2)cc1 (stereo unspecified) | 18 | -1% | -1% | ? | -1% | -9% | -1% | 6 | -2% | -17% | 0
CCOc1ccc(OCC)c(NC(=O)CCn2c(=O)oc3ccccc32)c1 | 15 | -4% | -4% | 0% | 1% | 0% | 2% | -5 | 2% | 30% | 1
CC1C(=O)N2CCCc3cc(S(=O)(=O)Nc4ccccc4F)cc1c32 (stereo unspecified) | -14 | -1% | 2% | -1% | 4% | . | 0% | 3 | 5% | . | .
O=C(c1ccc(S(=O)(=O)N2CCCCCC2)cc1)N1CCN(c2ccccc2)CC1 | 1 | 2% | -5% | -8% | -10% | -3% | -9% | -15 | -1% | -1% | 1
CCc1c(C)nc(SC(C(=O)O)c2ccccc2)c(C#N)c1C (stereo unspecified) | -5 | 0% | 1% | 2% | -5% | -1% | 0% | 17 | 3% | 32% | 9
COc1ccc(-c2coc3cc(O[C@@H]4O[C@H](CO)[C@@H](O)[C@H](O)[C@H]4O)c(OC)cc3c2=O)cc1 | -2 | . | . | ? | -30% | . | 3% | 17 | . | . | .
Cc1cc(C)n2nc(SCc3ccccc3C(=O)O)nc2n1 | -2 | -1% | 2% | -2% | 4% | 4% | -8% | -191* | -3% | -8% | 5

Quoted at random: 2 entries already listed.
SMILES | Giardia kill | NPC1 promoter act | Rab9 promoter act | ELG1 genotoxic | uPA generation | VP16 counter | Tb PFK inh | KCNH2 3.1 inh | FLuc modulator | RORg inh | Coupling enz
Cc1ccc(OCC(=O)Nc2cc(C(C)(C)C)on2)cc1C | 26 | -1% | 0% | -9% | 5% | 5% | 2% | -11 | 0% | ? | .
COc1ccc(N(C(=O)c2ccco2)C(C(=O)NC2CCCC2)c2cc(OC)c(OC)c(OC)c2)cc1 (stereo unspecified) | 18 | -1% | -1% | ? | -1% | -9% | -1% | 6 | -2% | -17% | 0

Taken from above:
Giardia kill with `CCc1ccccc1NC(=O)C1CCCN(S(=O)(=O)c2c(C)noc2C)C1` (stereo unspecified) → 0
ELG1 genotoxic with `CCOc1ccc(OCC)c(NC(=O)CCn2c(=O)oc3ccccc32)c1` → 0%
Giardia kill with `Cc1ccc(OCC(=O)Nc2cc(C(C)(C)C)on2)cc1C` → 26
NPC1 promoter act with `CC1C(=O)N2CCCc3cc(S(=O)(=O)Nc4ccccc4F)cc1c32` (stereo unspecified) → -1%
uPA generation with `COc1ccc(-c2coc3cc(O[C@@H]4O[C@H](CO)[C@@H](O)[C@H](O)[C@H]4O)c(OC)cc3c2=O)cc1` → -30%

Remaining list, next part
SMILES | Giardia kill | NPC1 promoter act | Rab9 promoter act | ELG1 genotoxic | uPA generation | VP16 counter | Tb PFK inh | KCNH2 3.1 inh | FLuc modulator | RORg inh | Coupling enz
COc1ccccc1/C=N/n1c(N)c(S(=O)(=O)c2cccs2)c2nc3ccccc3nc21 | -19 | 7% | 24% | -6% | 2% | 5% | 4% | 2 | -5%[2.3 µM] | 3% | -3
CC1=C(C(=O)N2CCN(c3cc(C)ccc3C)CC2)C2(CCC(C)CC2)OC1=O (stereo unspecified) | . | -4% | -4% | 0% | . | -4% | -2% | . | 0%&7% | 5% | 1
O=C1c2ccccc2C(=O)N1CSc1nnc(Nc2ccccc2)s1 | 6 | 1% | ? | 12% | 4% | -17% | 6% | -105* | 0% | -8% | 3
CC1(C)CC(NC(=O)C2CCN(S(=O)(=O)c3ccccc3C(F)(F)F)CC2)CC(C)(C)N1 | -15 | 3% | 2% | -2% | -10% | -8% | 11% | 3 | 5% | -25% | .
O=C(Nc1ccc(C(=O)O)cc1)/C(=C\c1ccco1)NC(=O)c1ccccc1 | -16 | 0% | -6% | 0% | 4% | -9% | 14% | 1 | -16% | -8% | 3
CCC(C)(NC(=O)c1cccc(N2C(=O)CSC2c2ccccc2)c1)C(=O)Nc1ccccc1C (stereo unspecified) | 0 | -2% | 2% | 2% | -1% | 8% | 4% | 9 | 0% | -5% | 4
CCOC(=O)c1nc(NCc2ccccc2)c2ccccc2n1 | -4 | -7% | 5% | 1% | -4% | -3% | -8% | -7 | ? | ? | 0
O=C(O)CCCC(=O)Nc1ccccc1C(=O)N1CCOCC1 | -16 | -2% | -3% | 2% | -1% | 0% | -3% | -8 | 1% | 1% | 0

Screens (PubChem)
